Screening results: PubChem, several laboratories
procasp3 activ: procaspase-3 (human) activation | recombinant procaspase-3 D3A, Ac-DEVD-pNA absorbance 405 nm | activation, % at 8.5 µM | actives 0.11% (n = 330,000) | AID 463141 | P42574;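 active means activation above the mean of all tested compounds plus 3 SD, cut at about 21% in these data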;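 further: 0% = DMSO alone and 100% = DMSO wells spiked with extra 5 µM PC-3 D3A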
Target sequence (P42574 whole entry D9A/D28A/D175A): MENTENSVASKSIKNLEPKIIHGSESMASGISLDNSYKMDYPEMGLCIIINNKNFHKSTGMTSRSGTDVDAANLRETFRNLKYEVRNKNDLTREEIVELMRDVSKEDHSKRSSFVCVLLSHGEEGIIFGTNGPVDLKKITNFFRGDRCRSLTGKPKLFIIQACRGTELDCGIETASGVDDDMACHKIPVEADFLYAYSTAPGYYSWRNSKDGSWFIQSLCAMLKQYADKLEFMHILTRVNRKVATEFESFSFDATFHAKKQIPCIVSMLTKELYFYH
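Assay system – Procaspase-3 D3A mutant, all three cleavage aspartates alanine · Controls – DMSO-only low control, 5 µM PC-3 D3A high control · Schedule – 1 h compound preincubation, 2 h substrate hydrolysis at 25 °C · Signal – 405 nm absorbance of p-nitroaniline, reads at 0 and 120 min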
MEP2 TOR yeast: yeast TOR pathway MEP2-GFP modulation | GFP response vs DMSO, % at 10 µM | S. cerevisiae MEP2-GFP strain, flow cytometry GFP, 3 h; 100% = DMSO control level | actives 0.51% (n = 330,000);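 active means GFP response versus DMSO above a set limit, roughly screen mean plus 3 SD, cut at about 180% in these data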;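 further: median GFP fluorescence of the barcode-gated MEP2-GFP cells per well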
JMJD2C inh: inhibitors of human GASC-1 (JMJD2C) demethylase; Q9H3R0; actives 0.069% (n = 330,000); AID 2099; inhibition, % at 2.35 µM; GST-JMJD2C(1-420) H3K9me3 demethylation, DELFIA europium;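 active means more than half of a compound's replicate wells show inhibition beyond 50%, single wells judged on their own value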;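 further: signal counts dimethyl H3K9 product captured on neutravidin plate; 0% = median of DMSO wells and 100% = 0.3 times that DMSO median; strong numbers were not always called active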
Target sequence (Q9H3R0 1-420 limits assumed): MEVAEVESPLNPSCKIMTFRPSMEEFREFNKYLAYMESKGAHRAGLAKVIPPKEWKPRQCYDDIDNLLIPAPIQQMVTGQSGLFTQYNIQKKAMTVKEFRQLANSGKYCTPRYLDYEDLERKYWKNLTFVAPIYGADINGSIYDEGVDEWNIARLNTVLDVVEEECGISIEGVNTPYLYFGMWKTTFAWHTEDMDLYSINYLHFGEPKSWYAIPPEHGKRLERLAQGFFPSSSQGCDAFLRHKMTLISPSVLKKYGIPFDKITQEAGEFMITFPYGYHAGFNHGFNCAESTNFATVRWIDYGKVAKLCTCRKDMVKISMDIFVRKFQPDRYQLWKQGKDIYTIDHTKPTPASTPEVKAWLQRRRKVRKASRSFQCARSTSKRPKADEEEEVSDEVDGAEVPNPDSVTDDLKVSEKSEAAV
Yeast superoxide: caloric restriction mimetics inhibiting age-related superoxide in yeast; S. cerevisiae aged cells, superoxide DHE fluorescence; hits give low values; superoxide response (% of plate mean), % at 10 µM; actives 0.18% (n = 330,000);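 active means superoxide response under a set limit, about three screen SD below normal, cut at about 65% in these data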;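 further: yeast aged for seven days with compound at 30 °C before DHE staining; 100% = average MFI of all compound-treated wells on the plate with controls excluded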
RPL19A-GFP yeast: alters RPL19A-GFP fluorescence in TOR pathway yeast screen; S. cerevisiae RPL19A-GFP strain, flow cytometry, 3 h; hits give low values; percent response vs DMSO, % at 10 µM; actives 0.3% (n = 330,000);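 active means percent response vs DMSO below 50%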;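 further: median channel GFP fluorescence of the barcoded RPL19A-GFP strain; ratio of sample median GFP to plate DMSO average so 100% = DMSO; lower means less RPL19A-GFP as with rapamycin TOR inhibition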
AHR activator: human AHR activation; P35869; activation, % at 5 µM; AHR-responsive luciferase reporter cells, luminescence; actives 2.5% (n = 320,000); in the data active means activation above about 47%;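 further: 0% = vehicle wells and 100% = reference agonist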
procasp7 counter: activates human procaspase-7, counter-screen for procaspase-3 activators. P55210. activation, % at 8.5 µM. AID 463210. actives 0.093% (n = 330,000). recombinant procaspase-7, Ac-DEVD-pNA absorbance 405 nm; D23A/D198A/D206A triple mutant, cannot self-cleave; scale: DMSO 0, 5 µM enzyme 100;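 active means percent activation above the screen-wide mean plus 3 SD, cut at about 25% in these data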
Target sequence (P55210 whole entry D23A/D198A/D206A): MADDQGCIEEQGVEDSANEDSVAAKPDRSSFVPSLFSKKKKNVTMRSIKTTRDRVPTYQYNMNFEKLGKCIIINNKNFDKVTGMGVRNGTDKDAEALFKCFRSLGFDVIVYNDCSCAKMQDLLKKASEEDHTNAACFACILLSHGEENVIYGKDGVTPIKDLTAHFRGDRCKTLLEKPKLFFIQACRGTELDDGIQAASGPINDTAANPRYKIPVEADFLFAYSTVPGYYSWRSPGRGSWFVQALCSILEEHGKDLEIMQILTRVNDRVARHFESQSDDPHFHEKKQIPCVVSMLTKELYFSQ
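signal = Epi-absorbance of released pNA at 405 nm, two timepoints | assay system = Uncleavable procaspase-7 mutant enzyme | reagent = Ac-DEVD-pNA substrate, 400 µM as added | times = 1 h enzyme–compound preincubation and 2 h substrate reaction, both 25 °C | benchmarks = low DMSO alone, high DMSO plus 5 µM PC-7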
LAP4-GFP MLPCN: yeast TOR pathway LAP4-GFP modulation | S. cerevisiae LAP4-GFP multiplex, flow cytometry GFP, 3 h; median GFP as percent of DMSO wells | GFP response vs DMSO, % at 10 µM | actives 0.34% (n = 320,000) | AID 2023;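 active means GFP response vs DMSO above a set limit, about the screen mean plus 3 SD, cut at about 150% in these data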
* marks the source's active call; other numbers are inactive results; i = inactive; . = no result given; & = joins results of further samples.

SMILES	procasp3 activ	MEP2 TOR yeast	JMJD2C inh	Yeast superoxide	RPL19A-GFP yeast	AHR activator	procasp7 counter	LAP4-GFP MLPCN
Cc1ccc(NC(=O)CSc2nc3ccccc3c3nc4ccccc4n23)cc1	-4	103	-8	123	100	1	2	113
Cc1cc(=O)cc(C)n1-c1ccccc1N1CCOCC1	16	91	-4	89	91	1	11	93
CCc1cc(Cn2nc(-c3ccccc3)cc2C(=O)O)on1	-6	102	-9	84	100	4	2	95
COc1ccc(OC)c(S(=O)(=O)Nc2ccccc2C(F)(F)F)c1	1	96	-4	100	100	-2	-3	102
Cc1ccc(CN(C(=O)c2csnn2)C(C(=O)NC2CCCC2)c2ccc(C)o2)cc1 (stereo not given)	6	104	0	98	100	-1	-14	93
CCC(CCC(=O)Nc1cccc(C(=O)O)c1)C(=O)O (stereo not given)	4	100	-6	90	98	1	3	100
CCOC(=O)c1ccc(NC(=O)CSc2ccc(-c3ccncc3)nn2)cc1	2	107	10	99	100	5	-6	95
Cc1cc(C)n2c(Nc3ccc4c(c3)OCCO4)c(-c3ccccc3)nc2n1	-2	100	-7	98	103	3	-7	98
COc1ccc(CC(=O)NCc2ccccc2Cl)cc1S(=O)(=O)N1CCOCC1	1	98	-14	114	99	0	-8	93
CCCCCCC(c1c(C)n(C)n(-c2ccccc2)c1=O)c1c(C)n(C)n(-c2ccccc2)c1=O	2	99	-1&18	99	101	3	0	99
CCN1CCN(CC(=O)NC2CCCCC2)C(=O)C1=O	7	92	0	98	100	-1	11	89
Cc1csc(NC(=O)CSc2nnc(NC(=O)COc3ccccc3)s2)n1	-1	100	2	116	98	2	1	101
O=C(COc1ncnc2cc([N+](=O)[O-])ccc12)NCCc1ccc(Cl)cc1	9	93	0	99	96	7	-1	98
O=C(COC(=O)C1CC2C=CC1C2)NCc1ccc(F)cc1 (stereo not given)	-3	109	-1	101	112	-1	-3	101
O=C(Nc1cccc(C(=O)Nc2ccc(F)cc2F)c1)c1ccccc1	-7	100	13	103	100	1	5	95
CCOC(=O)c1c(NC(=O)C[n+]2ccc(Cc3ccccc3)cc2)sc(C)c1C	-5	92	42	107	88	3	8	95
Cc1ccc(N=C2CCCN2Cc2ccccc2)c(C#N)c1	-2	108	-1	104	103	0	0	112
NC(=O)Nc1ccc(Oc2c(F)c(F)c(F)c(F)c2F)cc1	-1	101	2	99	95	-1	8	98
Cc1c(Br)c([N+](=O)[O-])nn1CC(=O)Nc1ccccn1	-13	97	-5	117	96	6	-2	95
Cc1cc(C)n2nc(C(=O)N/N=C/c3cccs3)nc2n1	0	106	-6	124	101	4	6	98
Cc1nc2ccccc2c(=O)n1/N=C/c1ccncc1	-5	101	-1	79	102	5	-6	104
CCOC(=O)NC(=O)C(=CNc1cccc(OC)c1)C(=O)NC(=O)OCC	2	102	0	89	99	0	-2	85
CO/N=C(/CNC(=O)c1ccc(F)cc1)c1ccc(Cl)cc1	-3	101	-11	109	105	5	3	104
COC(=O)[C@H](Cc1ccccc1)NC(=O)NCc1ccc(S(N)(=O)=O)cc1	-4	102	0	92	97	1	8	102
COC(=O)CNC(=O)c1ccccc1[N+](=O)[O-]	-8	109	-21	117	99	2	-2	104
CCOc1ccccc1-n1c(SCC(N)=O)nnc1-c1ccccc1	3	116	102	76	101	-1	-7	105
COC(=O)N/N=C/c1ccc(OCCSc2ccc(Cl)cc2)c(OC)c1	-5	111	6	103	103	10	7	100
Cc1cc(OC(C)C)nc(NCc2ccccc2)n1	4	102	-6	100	100	2	5	97
Cc1nc(Nc2nc3ccccc3o2)nc2c1CCC2	4	105	10	114	99	-7	-2	105
O=C(/C=C/c1ccc(Cl)cc1)Nc1ccc(N2CCCCC2)cc1	-4	93	2	113	95	3	10	99
O=[N+]([O-])c1cccc(OCc2cn3cccnc3n2)c1	-5	97	-2	97	100	7	-12	95
O=c1[nH]c2ccccc2cc1CN(CC1CCCO1)S(=O)(=O)c1ccc(Cl)cc1 (stereo not given)	-3	90	-27	103	90	-6	4	88
COc1ccc2sc(-c3ccccc3OC)c(-c3ccc(O)cc3)c2c1	-6	90	-2	100	100	28	-3	101
OCC1(Cc2cccc(C(F)(F)F)c2)CCN(Cc2cc(F)cc(F)c2)CC1	-5	105	-2	92	96	-1	6	96
CCOC(=O)c1ccc(NC(=O)COc2cc(=O)n(CC)c3ccccc23)cc1	-1	93	-3	101	98	4	4	97
Cc1nnc(SCC(=O)NC2CCCCCC2)n1N	6	101	-10	88	100	-1	-7	101
COC(=O)C1=C(C(=O)OC)[C@@H]2N(C)c3ccccc3[C@@]23C[C@@H](C(=O)OC)N(C(=O)C2CCC2)C3=N1	-1	97	4	101	104	-1	-8	103
CCN(CC)S(=O)(=O)c1ccc(N/N=C/c2cc(OC)ccc2O)nc1	3	.	9	96	.	1	2	.
Cn1cc(CN(CCO)Cc2cccs2)c(-c2cccc(Cl)c2)n1	8	100	-1	98	112	1	8	96
O=C1C=C(/C=C/C2C=CC=CC2)C[C@@H](c2ccc(Cl)cc2)C1 (stereo not given in full)	0	93	0	104	97	3	-10	102
O=[N+]([O-])c1ccc(Oc2ccc(C(F)(F)F)cn2)cc1	-2	103	-49	105	101	-6	7	100
O=C(NCC1CCCO1)C(c1ccncc1)N(Cc1cccs1)C(=O)Cn1nnc(-c2ccc(F)cc2)n1 (stereo not given)	-2	98	-24	109	88	0	10	101
C/C(=N\NC(=O)c1cc(O)ccc1O)c1cccc(NC(=O)c2cccc(Cl)c2)c1	-7	101	3	100	107	18	-5	104
O=C(CCC(=O)N(CC(=O)NC1CCCC1)Cc1ccc2c(c1)OCO2)Nc1nccs1	8	100	-12	90	100	-1	9	101
CCN(CC)c1ccc(C(=O)c2cnc(/N=C/N(C)C)s2)cc1	0	112	8	82	98	14	-21	89
O=CN(Cc1ccco1)C1(C(=O)NC2CCCCC2)CCCCC1	-3	108	3	82	108	-1	13	104
COc1ccc(OCc2nnc(SCC(N)=O)n2N)cc1	-1	98	-5	90	94	0	11	93
COC(=O)[C@H](C)NC(=O)NC1CCCc2ccccc21 (stereo not given in full)	3	104	11	100	102	8	15	101

Some of the entries above in a different format:
structure | procasp3 activ | MEP2 TOR yeast | JMJD2C inh | Yeast superoxide | RPL19A-GFP yeast | AHR activator | procasp7 counter | LAP4-GFP MLPCN
O=c1[nH]c2ccccc2cc1CN(CC1CCCO1)S(=O)(=O)c1ccc(Cl)cc1 (stereo not given) | -3 | 90 | -27 | 103 | 90 | -6 | 4 | 88
COc1ccc2sc(-c3ccccc3OC)c(-c3ccc(O)cc3)c2c1 | -6 | 90 | -2 | 100 | 100 | 28 | -3 | 101
OCC1(Cc2cccc(C(F)(F)F)c2)CCN(Cc2cc(F)cc(F)c2)CC1 | -5 | 105 | -2 | 92 | 96 | -1 | 6 | 96
CCOC(=O)c1ccc(NC(=O)COc2cc(=O)n(CC)c3ccccc23)cc1 | -1 | 93 | -3 | 101 | 98 | 4 | 4 | 97
Cc1nnc(SCC(=O)NC2CCCCCC2)n1N | 6 | 101 | -10 | 88 | 100 | -1 | -7 | 101
COC(=O)C1=C(C(=O)OC)[C@@H]2N(C)c3ccccc3[C@@]23C[C@@H](C(=O)OC)N(C(=O)C2CCC2)C3=N1 | -1 | 97 | 4 | 101 | 104 | -1 | -8 | 103
CCN(CC)S(=O)(=O)c1ccc(N/N=C/c2cc(OC)ccc2O)nc1 | 3 | . | 9 | 96 | . | 1 | 2 | .
Cn1cc(CN(CCO)Cc2cccs2)c(-c2cccc(Cl)c2)n1 | 8 | 100 | -1 | 98 | 112 | 1 | 8 | 96
O=C1C=C(/C=C/C2C=CC=CC2)C[C@@H](c2ccc(Cl)cc2)C1 (stereo not given in full) | 0 | 93 | 0 | 104 | 97 | 3 | -10 | 102
O=[N+]([O-])c1ccc(Oc2ccc(C(F)(F)F)cn2)cc1 | -2 | 103 | -49 | 105 | 101 | -6 | 7 | 100
O=C(NCC1CCCO1)C(c1ccncc1)N(Cc1cccs1)C(=O)Cn1nnc(-c2ccc(F)cc2)n1 (stereo not given) | -2 | 98 | -24 | 109 | 88 | 0 | 10 | 101
C/C(=N\NC(=O)c1cc(O)ccc1O)c1cccc(NC(=O)c2cccc(Cl)c2)c1 | -7 | 101 | 3 | 100 | 107 | 18 | -5 | 104
O=C(CCC(=O)N(CC(=O)NC1CCCC1)Cc1ccc2c(c1)OCO2)Nc1nccs1 | 8 | 100 | -12 | 90 | 100 | -1 | 9 | 101
CCN(CC)c1ccc(C(=O)c2cnc(/N=C/N(C)C)s2)cc1 | 0 | 112 | 8 | 82 | 98 | 14 | -21 | 89
O=CN(Cc1ccco1)C1(C(=O)NC2CCCCC2)CCCCC1 | -3 | 108 | 3 | 82 | 108 | -1 | 13 | 104
COc1ccc(OCc2nnc(SCC(N)=O)n2N)cc1 | -1 | 98 | -5 | 90 | 94 | 0 | 11 | 93
COC(=O)[C@H](C)NC(=O)NC1CCCc2ccccc21 (stereo not given in full) | 3 | 104 | 11 | 100 | 102 | 8 | 15 | 101

Following part.
SMILES	procasp3 activ	MEP2 TOR yeast	JMJD2C inh	Yeast superoxide	RPL19A-GFP yeast	AHR activator	procasp7 counter	LAP4-GFP MLPCN
CCOc1ccc(CNC(=O)CCSCc2ccccc2F)cc1OC	-3	92	6	91	96	-1	-1	104
CC1CCCN(C(=O)C(C)Nc2cc(Cl)ccc2N2CCOCC2)C1 (stereo not given)	-2	99	-17	98	100	1	0	101
COc1cc(C(C2C(=O)CC(C)(C)CC2=O)C2C(=O)CC(C)(C)CC2=O)ccc1OC(C)=O	2	97	-14	103	102	2	-4	99
CC(C)(C)c1nnc(N/N=C/c2cc(Br)ccc2O)n(N)c1=O	-5	103	10	85	88	11	-16	185*
CC(=O)Nc1nc(-c2ccccc2)nc(C)c1C(C)=O	2	105	8	107	102	80*	-2	104
C=CCN(CC=C)c1nc2ccccc2nc1C(C#N)C(=O)OC(C)C (stereo not given)	-7	106	-2	97	103	18	-4	101
COc1ccc(/C=N/Nc2cc(C)nc(NS(=O)(=O)c3ccc(C)cc3)n2)cc1	-6	109	-2	95	108	18	1	91
Cc1ccc(NC(=O)Nc2ccnc(-c3cccnc3)n2)cc1	10	110	.	103	106	-4	11	127
Cc1noc(C)c1CSc1nnc2scc(-c3ccccc3)n12	-128	100	5	108	103	-4	8	102
O=C(c1cccc(C(=O)N2CCC(O)(c3ccccc3)CC2)c1)N1CCC(O)(c2ccccc2)CC1	-3	98	4	i	91	-1	4	109
C=CCNC(=O)c1nn2cccnc2c1Cl	-2	114	-24	103	103	14	-5	115
C/C(=N\NC(=O)c1cccc(O)c1)c1cccc(NC(=O)c2ccc(F)cc2)c1	-1	105	-2	82	103	6	-13	110
COc1ccc(NC(=O)c2cc(C)nn2-c2ccccc2)cc1	-4	93	24	104	91	2	-16	96
